HP1b binding inh: blocks HP1-beta chromodomain binding to methylated histone tails; P83916; AlphaScreen HP1-beta / biotin-H3K9me3 peptide binding; Potency, µM (series often up to 114 µM), for the others: top-dose activity change, negative = inhibition, actives largely listed as inhibitors; 0.56% of 390,000 active; AID 540317; also: nearly all actives have a fitted effect of over 70% in size; inactives centre near 23
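AlphaScreen: HP1-beta (50 nM) preformed 30 min with biotin-H3(1-18)K9me3 peptide (50 nM) in PBS pH 7.4, 0.01% Tween-20. Compound added for 30 min at RT, then streptavidin donor/nickel chelate acceptor beads (10 ug/mL) for 30 min.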
Pin1 inhibitor: inhibitors of human Pin1; Q13526; Pin1 FP peptide displacement, HiFluor488, 10 min; Potency, µM (series often up to 115 µM), without a hit: at the top dose activity, negative = inhibition, actives largely listed as inhibitors; 0.009% of 390,000 active; AID 504891; active = well fitted inhibition curve with a large enough effect in the polarisation, with a control signal flat, not every such curve was filed as active; inconclusive = small, poorly fitted or top-dose-only effect, or effect the other way, or a change in a side signal; inactive = no such curve, though single readings can be large or run the other way; the % refers to the polarisation; also: % is scaled to controls: 0 for no effect and ±100 for the full control effect
PGK inhibitor: T. brucei PGK inhibition. P07378. 0.043% of 380,000 active. Potency, µM (series often up to 57.5 µM), without a hit: top-dose activity change, negative = inhibition, most hits filed as inhibitors. PGK/GAPDH coupled, Kinase-Glo luminescence, 60 min; also: % is scaled to controls: 0 for no effect and ±100 for the full control effect; nearly all actives have a fitted effect of over 60% in size
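Luminescent ATP detection (Kinase-Glo Plus) follows a 60-minute room-temperature incubation, with wells lacking PGK as controls. Buffer: 100 mM TEA (pH 7.6), 5 mM MgCl2, 0.01% Tween-20. Coupling enzyme GAPDH (100 nM final) supplies unstable 1,3-BPG in-well.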
BAZ2B block: blocks human BAZ2B. Q9UIF8. AlphaScreen BAZ2B-H3K14Ac peptide displacement. Potency, µM (titrated, usually from 114 µM), inactives show at the top dose activity change, negative = inhibition, hits mostly inhibitors. 4.4% of 360,000 active; also: % is scaled to controls: 0 for no effect and ±100 for the full control effect; nearly all actives have a fitted effect of over 60% in size
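Compounds, titrated to a top concentration of 110 uM, were incubated 30 min at room temperature with preformed BAZ2B/acetyl-K14 H3 peptide complex (50 nM each). Proximity signal was measured by AlphaScreen after 20 min with beads.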
JMJD2A Tudor inh: blocks the human JMJD2A Tudor domain. AlphaScreen JMJD2A-Tudor / H3K4me3 peptide binding. Potency, µM (doses to about 114 µM), without a hit: at the top dose activity change, negative = inhibition, hits mostly inhibitors. 4.4% of 390,000 active. AID 504339; also: % is scaled to controls: 0 for no effect and ±100 for the full control effect; nearly all actives have a fitted effect of over 50% in size
Target sequence (O75164 whole entry, looked up, the tested form may be a part): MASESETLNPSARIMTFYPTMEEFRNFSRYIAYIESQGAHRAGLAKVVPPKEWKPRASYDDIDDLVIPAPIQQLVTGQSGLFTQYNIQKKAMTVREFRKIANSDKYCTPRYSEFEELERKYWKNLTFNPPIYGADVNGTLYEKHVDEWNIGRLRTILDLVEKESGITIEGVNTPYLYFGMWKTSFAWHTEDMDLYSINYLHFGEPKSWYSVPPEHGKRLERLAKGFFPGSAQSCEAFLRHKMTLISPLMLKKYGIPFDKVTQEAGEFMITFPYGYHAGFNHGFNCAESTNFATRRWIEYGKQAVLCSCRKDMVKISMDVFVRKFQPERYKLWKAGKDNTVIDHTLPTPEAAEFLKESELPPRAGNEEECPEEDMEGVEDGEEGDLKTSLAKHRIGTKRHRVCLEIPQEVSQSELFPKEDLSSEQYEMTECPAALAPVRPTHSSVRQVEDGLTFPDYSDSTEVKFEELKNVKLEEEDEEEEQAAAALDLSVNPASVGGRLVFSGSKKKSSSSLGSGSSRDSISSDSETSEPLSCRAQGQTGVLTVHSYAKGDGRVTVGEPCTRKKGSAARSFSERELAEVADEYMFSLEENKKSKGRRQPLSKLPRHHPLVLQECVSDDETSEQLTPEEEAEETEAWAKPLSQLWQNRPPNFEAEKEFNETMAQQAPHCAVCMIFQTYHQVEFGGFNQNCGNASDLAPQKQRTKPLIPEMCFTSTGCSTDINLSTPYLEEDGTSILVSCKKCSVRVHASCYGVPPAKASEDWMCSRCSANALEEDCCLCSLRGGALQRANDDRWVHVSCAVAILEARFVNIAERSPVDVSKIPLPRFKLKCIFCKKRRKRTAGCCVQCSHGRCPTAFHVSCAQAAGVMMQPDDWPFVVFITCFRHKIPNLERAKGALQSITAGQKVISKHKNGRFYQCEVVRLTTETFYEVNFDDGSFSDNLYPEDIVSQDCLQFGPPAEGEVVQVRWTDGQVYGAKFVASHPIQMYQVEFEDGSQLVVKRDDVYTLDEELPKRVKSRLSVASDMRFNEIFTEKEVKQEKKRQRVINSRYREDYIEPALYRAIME
POLI inh: blocks human DNA polymerase iota activity; Q9UNA4; Pol iota fluorescent replication assay, 10 min; Potency, µM (titrated, usually from 115 µM), inactives show top-dose activity, negative = inhibition, actives largely listed as inhibitors; 1% of 390,000 active
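Pol iota at 10 nM preincubated 15 min with compounds at room temperature; reaction started with fluorescent substrate, 50 nM final. Fluorescence read kinetically at 0 and 10 min; buffer-only wells as negative control.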
BLM inh: Bloom syndrome helicase (human) inhibition. P54132. recombinant BLM DNA unwinding, fluorescence dequenching. Potency, µM (top dose mostly 56.1 µM), for inactives: at the highest dose activity change, negative = inhibition, most hits filed as inhibitors. 0.2% of 350,000 active. AID 2528;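 also: plate controls were vehicle for no effect and no enzyme for full effect; nearly all actives have a fitted effect of over 35% in size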
GLS inh: glutaminase GLS (human) inhibition; GLS enzymatic activity, qHTS titration; Potency, µM (titrated, usually from 45.5 µM), without a hit: at the top dose activity change, negative = inhibition, usual class: inhibitors; 0.21% of 410,000 active; AID 624170; also: % is scaled to controls: 0 for no effect and ±100 for the full control effect
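Coupled fluorescence readout: glutamate oxidase/HRP/Amplex Red detect glutamate formed by hKGA from L-glutamine (1 mM solution added). Buffer 45 mM KH2PO4 pH 8.2, 0.02% Tween-20; reads at t0 and 30 min RT.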
G9a inh: inhibitors of human histone lysine methyltransferase G9a. Q96KQ7. G9a H3K9 monomethylation, AlphaScreen, 2 h. Potency, µM (series often up to 102 µM), inactives show at the highest dose activity, negative = inhibition, hits mostly inhibitors. 8.8% of 350,000 active; also: % is scaled to controls: 0 for no effect and ±100 for the full control effect; nearly all actives have a fitted effect of over 75% in size
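Chemiluminescent proximity detection of H3K9 monomethylation, read after 10 min bead incubation in the dark. Reaction: 20 nM G9a, 500 nM biotin-H3K9 peptide, 20 uM SAM cofactor, 2 h, room temperature, following 15 min enzyme-compound preincubation.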
Numbers without * were called inactive; i = inactive; ? = inconclusive; . = no result given; [ ] = remark or other dose. Unless noted, calls follow the shape of the dose curve; as a rule, active = well fitted curve in the direction sought with a large enough effect; inconclusive = small, poorly fitted or top-dose-only effect, or another doubt; inactive = no such curve, though single readings can be large; an effect the other way counts as inactive or inconclusive. Potency is read from the fitted curve at half-maximal effect.

HP1b binding inh	Pin1 inhibitor	PGK inhibitor	BAZ2B block	JMJD2A Tudor inh	POLI inh	BLM inh	GLS inh	G9a inh	Molecule
31%	5%	7%	54%[activator]	-7%	1%	.	-1%	?	Cc1nc(SCC(=O)Nc2nccs2)c(C#N)c(C)c1C
31%	0%	-9%	7%	-12%	-1%	-5%	3%	-6%	COc1ccc(-c2cn(-c3ccccc3)nc2CO)cc1
50%[activator]	?	-2%	-21%	11%	-14%	-5%	-2%	-6%	Cc1ccccc1/C=C\c1nc(O)c([N+](=O)[O-])c(=O)[nH]1
14%	-11%	1%	.	-16%	-3%	.	4%	.	CCCC[C@@H]1CN=C(N)N1CCCC
-12%	0%	-6%	?	?	28%	-4%	-8%	0%[59 µM]	CCN(CC)c1ccc(C(=O)N2CCC(c3c[nH]c4ccccc34)(c3c[nH]c4ccccc34)CC2)cc1
32%	-1%	i	0%	-2%	105%[activator]	-4%	2%	15%	O=C(CN(CC1CCCO1)C(=O)CNS(=O)(=O)c1ccc(Cl)cc1)NC1CCCCC1 (centres undefined)
34%	-7%	i	-34%	2%	23%	4%	-18%	3%	CCN1CCN(CCNC(=O)CCCn2nc(C)c3c(C)n(-c4ccc(C)cc4)nc3c2=O)CC1
25%	-11%	-1%	3%	-5%	28%	0%	0%	13%[59 µM]	CCc1cccc(C)c1NC(=O)CCNC(=O)c1cccc(C)c1
6%[57 µM]	2%	-14%	7%	-13%	-5%	1%	-4%	6%	C/C(=N\NC(=O)c1nnn(-c2nonc2N)c1C)c1ccc(OCc2ccccc2)cc1
11%[57 µM]	0%	-3%	8%	?	36%[activator]	2%	-7%	13%[59 µM]	O=C(NCc1ccccc1)C1CCN(S(=O)(=O)c2ccc3[nH]c(=O)ccc3c2)CC1
28%	6%	12%	-9%	-23%	12%	-6%	2%	-3%[59 µM]	Cc1ccc(OCC(=O)NCC(c2ccc(Cl)cc2)N2CCCCC2)cc1 (centres undefined)
6%	1%	-2%	6%	-14%	74%[activator]	2%	-17%	5%	Cc1ccc(-c2nc(-c3ccncc3)no2)cc1
15%	0%	-8%	12%	-7%	24%	-2%	-3%	20%[59 µM]	O=S(=O)(NCC1CCCO1)c1ccc(Oc2ccccc2)cc1 (centres undefined)
43%[activator]	-5%	4%	.	-5%	31%	.	0%	.	CCC1CCC/C1=N\NC(=O)c1ccc(Cl)cc1 (centres undefined)
-30%	9%	-7%	45µM*	?	19%	-5%	-8%	?	CC(=O)Nc1ccc(SCC(=O)c2cc(C)n(-c3ccccc3F)c2C)cc1
6%	-19%	-11%	-35%	-26%	-14%	5%	-9%	28µM*	NC(=O)C[C@@H]1NC(=O)[C@H](CCC(=O)O)NC(=O)c2cc([N+](=O)[O-])cc(I)c2OCC[C@@H](C(N)=O)NC1=O
15%	?	20%	71µM*	40µM*	?	-2%	3%	34%[0.501 µM]	O=C(O)CSc1c2c(nc3cc(C(=O)N4CCOCC4)ccc13)CCCC2
42%[activator]	-7%	i	-25%	-12%	26%	-9%	-12%	?	CCC1CN(C(=O)Nc2ccc(C)cc2)c2cc(C)ccc2O1 (centres undefined)
10%	-2%	-1%	0%	-20%	-9%	1%	10%	1%	COC(=O)CSc1[nH]c(=O)cc(C)c1C#N
5%	11%	-6%	?	-27%	4%	-7%	-5%	.	C/C(=N\NC(=O)C1(C)CC1(Br)Br)c1cccc(NC(=O)c2ccc(C)o2)c1 (centres undefined)
32%	?	4%	-13%	-18%	-14%	-16%	8%	?	Cc1cc(C(=O)CSc2nn3c(=O)c(C(C)(C)C)nnc3s2)c(C)n1C
5%	-3%	-8%	-19%	-19%	6%	-8%	9%	?	CCc1nc(C)cn1S(=O)(=O)c1cc(Br)c(C)cc1OC
21%	-1%	i	-10%	-17%	15%	-7%	6%	1%[59 µM]	CN(C)S(=O)(=O)c1ccc(C(=O)NCCSc2c(-c3ccc(Br)cc3)[nH]c3ccccc23)cc1
35%[activator]	-2%	i	-6%	-11%[57.1 µM]	109%[activator]	-4%	-2%	43%	CC(C)(C)NC(=O)NC(=O)COC(=O)CNC(=O)C1CCCCC1
0%	?	-16%	?	?	18µM*	-2%	12%	45µM*	COc1ccc2sc(/C=C/c3ccccc3O)[n+](C)c2c1
67%[activator]	0%	-6%	-2%	-2%	-13%	-2%	11%	-2%	CCOC(=O)c1cc(CC)sc1/N=C/C1C(=O)CC(C)(C)CC1=O
15%	-1%	-3%	2%	-15%	-13%	-1%	0%	6%[59 µM]	O=C(NCc1ccncc1)C12CC3CC(CC(C3)C1)C2
22%	-3%	-1%	-10%	-29%	-1%	0%	0%	6%	O=C(CCn1ccc2cc(S(=O)(=O)N3CCCC3)ccc21)NCc1ccccc1
12%	-12%	-3%	-16%	-9%	-12%	-4%	-3%	-18%[59 µM]	COc1ccccc1CNC(=O)CCn1nc(C)c2c(C)n(-c3ccccc3)nc2c1=O
23%	1%	-13%	4%	-8%	13%	1%	3%	-1%	Cc1cc(=O)oc(C)c1C(=O)N1CCN(Cc2ccc3c(c2)OCO3)CC1
28%	-2%	-19%	-14%	1%	-6%	-1%	1%	56µM*	COc1ccccc1OCC(=O)NCc1ccco1
19%	-14%	0%	-4%	-4%	-11%	-3%	3%	14%[59 µM]	Cc1cc(OC(C)C(=O)N2CCN(c3ccc(F)cc3)CC2)c2c(C)cc(=O)oc2c1 (centres undefined)
52%[activator]	5%	-7%	9%	-16%	18%	.	-1%	7%[0.501 µM]	CC(C)(C)OC(=O)N[C@@H](C(=O)OC(C)(C)C)c1ccc2c(c1)OCO2
-2%	4%	-8%	.	-29%	-5%	.	2%	.	Cc1ccc2ccccc2c1CSc1nc(N)nc2c1ncn2CC(C)C
37%[activator]	3%	5%	12%	-13%	156%[activator]	-5%	-11%	.	O=C(Cc1ccccc1)NNC(=S)NC(=O)c1cccs1
16%	-6%	-3%	?	8%	9%	1%	11%	-9%[59 µM]	COc1ccc(/C=C2\CCc3ccccc3C2=O)c(OC)c1OC
38%	9%	-5%	2%	-8%	12%	-2%	-6%	-6%	Cc1cc(=O)cc(C)n1-c1ccc(F)cc1F
16%	-4%	-5%	-9%	-15%	85%[activator]	-5%	0%	-9%	CN(C)C(=O)N(CCCN1CCOCC1)Cc1cccc2ccccc12
52%[activator]	6%	8%	1%	-3%	12%	2%	5%	6%	O=c1[nH]cnc2nn(-c3ccccc3)nc12
33%	-1%	-3%	-9%	-20%	-7%	1%	3%	32µM*	Cc1ccc(C2(O)CN(c3ccccc3C)C3=[N+]2CCS3)cc1 (centres undefined)
27%	-6%	-2%	-20%	-17%	-11%	.	0%	3%[12.7 µM]	Cc1cc(O)c(Sc2ncn[nH]2)cc1NS(=O)(=O)c1ccc(Cl)cc1
49%[activator]	2%	-3%	-27%	8%	-8%	0%	9%	-2%	COc1ccc(CN2CCn3ncc(C(=O)Nc4cccc(C)c4)c3C2=O)cc1
21%	4%	-5%	11%	-22%	131%[activator]	-8%	3%	.	CC(C)(C)c1ccc(-c2cc(-c3ccccc3O)[nH]n2)cc1
126%[activator]	-6%	-9%	48%[activator]	9%	23%	-3%	9%	25%	Clc1ccc(Cc2noc(-c3cccs3)n2)cc1
-26%	?	3%	13µM*	-14%	34%[activator]	-7%	.	?	Cc1cccc(Cn2nnc3c2C(=O)c2ccccc2C3=O)c1
20%	0%	-4%	-1%	-2%	8%	0%	5%	-8%[59 µM]	COC(=O)CN1C(=O)C(O)(CC(=O)c2ccc(C)cc2)c2ccccc21 (centres undefined)
11%	-4%	-7%	-13%	-11%	148%[activator]	-6%	-1%	.	NC(=O)Cn1nc(C(F)(F)F)c2c1CCCC2
6%	-1%	-1%	-1%	-16%	6%	2%	3%	-29%[59 µM]	Cc1ccc(C(=O)N2CCCCC2CCN2CCCCC2)cc1 (centres undefined)
19%	-2%	-8%	8%	-29%	14%	-8%	5%	?	Cc1cccc2cc(CN(CCCN3CCOCC3)Cc3nnnn3C(C)(C)C)c(=O)[nH]c12
11%	?	-4%	-5%	4%	169%[activator]	-5%	8%	?	CC(=O)/C=C/c1ccc(C)o1
45%[activator]	-13%	i	-12%	-14%	15%	-1%	0%	-32%	CCOC(=O)C1(Cc2cccc(OC)c2)CCN(Cc2ccon2)CC1
?	-3%	-3%	5%	7.9µM*	-3%	-1%	-19%	?	CC(C)Cn1c(-c2ccc(F)cc2)n[nH]c1=S
24%	18%	-2%	7%	-10%	153%[activator]	-9%	15%	2%[59 µM]	O=c1c2ccccc2nc(/C=C/c2ccc(O)cc2)n1CCc1ccccc1
14%	-1%	-5%	.	-10%	-6%	.	15%	.	O=C(COc1coc(CN2CCN(c3ccc(F)cc3)CC2)cc1=O)NC1CCCCC1
10%[57 µM]	5%	-2%	-12%	-16%	44%[activator]	-3%	6%	-6%[12.7 µM]	CSc1ccccc1OCc1cc(C(=O)NCCc2nc(C)cc(C)n2)no1
18%	9%	-4%	4%	1%	22%	-2%	0%	.	O=C1CCC(C(=O)N2CCSCC2)CN1Cc1cccc(C(F)(F)F)c1 (centres undefined)

Some of the entries above, reformatted:
molecule	HP1b binding inh	Pin1 inhibitor	PGK inhibitor	BAZ2B block	JMJD2A Tudor inh	POLI inh	BLM inh	GLS inh	G9a inh
CC(C)(C)NC(=O)NC(=O)COC(=O)CNC(=O)C1CCCCC1	35%[activator]	-2%	i	-6%	-11%[57.1 µM]	109%[activator]	-4%	-2%	43%
COc1ccc2sc(/C=C/c3ccccc3O)[n+](C)c2c1	0%	?	-16%	?	?	18µM*	-2%	12%	45µM*
CCOC(=O)c1cc(CC)sc1/N=C/C1C(=O)CC(C)(C)CC1=O	67%[activator]	0%	-6%	-2%	-2%	-13%	-2%	11%	-2%
O=C(NCc1ccncc1)C12CC3CC(CC(C3)C1)C2	15%	-1%	-3%	2%	-15%	-13%	-1%	0%	6%[59 µM]

Assay outcomes deposited in PubChem BioAssay by National Center for Advancing Translational Sciences (NCATS).

Some of the compounds tested; the hit share may differ from the screen's.
